# Screening data from PubChem BioAssay.
# HT1080 IDH1KD tx = qHTS for induction of synthetic lethality in tumor cells producing 2HG: qHTS for the HT-1080-IDH1KD cell line; HT-1080 IDH1 knockdown viability, ATP luminescence, 48 h; Potency, µM (highest dose often 46.1 µM), for the others: at the top dose activity, negative = toxicity, most hits filed as cytotoxic; 360,000 compounds, 2% hits; AID 686971, 2013;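 note: potency is the fitted concentration of half-maximal effect; 0% = DMSO wells and -100% = cell-free medium wells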
#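 Using the IDH1-knockdown HT-1080 line run in the same batch and compound series as the NT line, viability after 48 h at 37 °C was determined by CellTiter-Glo luminescence and expressed as % activity.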
# MCF10A rereplic = A quantitative high throughput screen for small molecules that induce DNA re-replication in MCF 10a normal breast cells | MCF 10A DNA re-replication, Hoechst nuclear intensity, 48 h | Potency, µM (doses to about 46.1 µM), for the others: top-dose activity, positive = re-replication, hits mostly activators | 350,000 compounds, 2.9% hits | AID 624296, 2012; note: potency is the fitted concentration of half-maximal effect; % of control where 0% means no effect; nearly all actives have a fitted effect of over 50% in size
# HepG2 tox = qHTS for Inhibitors of TGF-b: Cytotox Counterscreen; HepG2 CAGA-GFP viability, ATP luminescence, 18 h; Potency, µM (top dose mostly 46.1 µM), for inactives: at the top dose activity change, negative = cytotoxicity, usual class: cytotoxic; 410,000 compounds, 0.76% hits; AID 588856, 2011; note: potency is the fitted concentration of half-maximal effect; some results filed as inactive show a strong effect at the top dose
#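 CellTiter-Glo luminescence gave cytotoxicity after 18 hours at 37 degrees C. The cells were HepG2 CAGA-GFP in 1% FBS DMEM, stimulated with 500 pg/mL TGF-beta after compound addition. %Activity was normalised to no-cell wells (complete cell-killing) and DMSO (no toxicity), and curves were fitted and classified.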
# ATXN viability = Viability Counterscreen for Primary qHTS for Inhibitors of ATXN expression; S2 cells (HEK-293 line with an ATXN2-luciferase reporter) viability, CellTiter-Fluor protease fluorescence, 24 h; Potency, µM (series often up to 56.7 µM), hits mostly cytotoxic; 400,000 compounds, 0.49% hits; note: potency is the fitted concentration of half-maximal effect; nearly all actives have a fitted effect of over 40% in size
# HT1080NT lethal = qHTS for induction of synthetic lethality in tumor cells producing 2HG: qHTS for the HT-1080-NT fibrosarcoma cell line. HT-1080-NT fibrosarcoma viability, CellTiter-Glo ATP luminescence, 48 h. Potency, µM (top dose mostly 46.1 µM), inactives show top-dose activity, negative = less viability, most hits filed as cytotoxic. 360,000 compounds, 1.6% hits. AID 686970, 2013;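 note: NT is the 2HG producing partner of a matched IDH1 knockdown line; potency is the fitted concentration of half-maximal effect; 0% = DMSO-treated cells and -100% = media-only wells without cells; nearly all actives have a fitted effect of over 55% in size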
#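 Toxicity toward the 2HG-producing NT line was scored as %Activity, normalised to DMSO and no-cell wells, from CellTiter-Glo luminescence after 48 hours' treatment.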
# KB-3-1 cytotox = qHTS assay for MDR1-selective chemotherapeutics: Primary screen using the parental adenocarcinoma cell KB-3-1. 400,000 compounds, 1.4% hits. Potency, µM (highest dose often 46.1 µM), for the others: top-dose activity change, negative = cytotoxic, most hits filed as cytotoxic. KB-3-1 viability, CellTiter-Glo ATP luminescence, 72 h; note: potency is the fitted concentration of half-maximal effect; % is set by controls: 0 for no effect and ±100 for the full control effect; nearly all actives have a fitted effect of over 60% in size
#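 Parental KB-3-1 viability, qHTS format: 72 h compound exposure, 37 °C; CellTiter-Glo; media-only wells and DMSO plates as controls; concentration-effect fits on corrected data.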
# ATXN2 expr inh = Primary qHTS for Inhibitors of ATXN expression; 360,000 compounds, 0.72% hits; Potency, µM (doses to about 57 µM), without a hit: at the top dose activity change, negative = inhibition, hits mostly inhibitors; AID 1745845, 2022; HEK-293 ATXN2-luciferase reporter, luminescence, 24 h; note: potency is the fitted concentration of half-maximal effect; % is set by controls: 0 for no effect and ±100 for the full control effect; nearly all actives have a fitted effect of over 55% in size
#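 ATXN2-luciferase reporter cells (luciferase flanked by upstream and downstream ATXN2 gene portions) were treated 24 h at 37 °C with compounds at up to 57 uM. SteadyGlo luminescence gave expression; GF-AFC fluorescence gave viability.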
# IL1B secr inh = qHTS for Inhibitors of Inflammasome Signaling: IL-1-beta AlphaLISA Primary Screen; THP-1 LPS/ATP IL-1B secretion, AlphaLISA, 16 h; hits give low values; activity change, % at 57.5 µM; 360,000 compounds, 4.7% hits; in the data active = activity change below about -50%; inconclusive = mostly about -30% to -49%; note: % is set by controls: 0 for no effect and ±100 for the full control effect
#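 Secreted IL-1B measured by AlphaLISA bead assay after 16 h compound exposure of THP-1 cells; compounds (final up to 57.5 uM) added 1 h before LPS (250 ng/mL) and ATP (1.25 mM) stimulation; lower signal means less secretion.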
# SW480 rerep = A quantitative high throughput screen for small molecules that induce DNA re-replication in SW480 colon adenocarcinoma cells. AID 624297, 2012. 340,000 compounds, 1.8% hits. SW480 DNA re-replication, Hoechst DNA content imaging, 48 h. Potency, µM (series often up to 46.1 µM), without a hit: at the top dose re-replication activation, hits mostly activators; note: potency is the fitted concentration of half-maximal effect; % of control where 0% means no effect; nearly all actives have a fitted effect of over 55% in size
#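 Per well, 250 cells were exposed to pinned compound for 48 hr. Nuclear DNA was visualised with Hoechst (40 min, 37 C) and total object intensity recorded by fluorescence scanning.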
# * marks the source's active call; other numbers are inactive results; i = inactive; u = inconclusive; x = not tested or not shown; [ ] = remark or other dose. Unless noted, calls come from the whole dose curve; as a rule, active = well fitted curve in the direction sought with a large enough effect; inconclusive = small, poorly fitted or top-dose-only effect, or another doubt; inactive = no such curve, though single readings can be large; an effect the other way counts as inactive or inconclusive. The order is random; any-hit rate near 8.9%.
SMILES,HT1080 IDH1KD tx,MCF10A rereplic,HepG2 tox,ATXN viability,HT1080NT lethal,KB-3-1 cytotox,ATXN2 expr inh,IL1B secr inh,SW480 rerep
CCC1=[N+]([O-])C(C)(/C(C)=N\O)N(O)C1(C)C (configuration not stated),0%,3%,0%,i,-2%,-1%,1%,15,0%
CN1CCc2c(n(CC(O)CN(CCO)CCO)c3ccccc23)C1=O (configuration not stated),0%,-2%,9%,i,-9%,-3%,x,-4,-107%
CC(C)c1cccc(C(C)C)c1NC(=O)COc1nncc2ccccc12,0%,u,15%,i,1%,7%,-7%,0,u
Cc1ccccc1NS(=O)(=O)c1csc(C(N)=O)c1,4%,-1%,2%,i,7%,-8%,4%,13,-16%
CC[C@@]1(C(=O)OC)N[C@H](CN(C)C(=O)COC)[C@@H]2C(=O)N(Cc3ccccc3)C(=O)[C@@H]21,13%,3%,3%,i,11%,7%,7%,15,7%[9.22 µM]
Cc1ccc2nc3c(cc(C#N)c(=O)n3-c3nnc(SCc4ccccc4Cl)s3)c(=O)n2c1,x,x,9%,i,x,17%,12%,x,x
CCOc1nc(-c2ccc(OC)cc2)ccc1-c1noc(C)n1,-1%,u,-6%,i,-2%,u,-16%,-5,u
COc1cc(Cl)c(C)cc1NC(=O)c1ccccc1NC(=O)CN1CCN(C(C)=O)CC1,11%,x,-25%,i,10%,0%,x,-15,x
CN(C)c1ccc(S(=O)(=O)c2ccc(Cl)cc2)cc1,-5%,5%,-6%,i,1%,4%,2%,-9,1%
CN(/C(=N\S(=O)(=O)c1ccccc1)C(F)(F)F)c1ccccc1,-1%,-1%,-12%,i,-2%,0%,-8%,9,-1%

# Brought forward from above: 3 compounds, followed by the next part.
SMILES,HT1080 IDH1KD tx,MCF10A rereplic,HepG2 tox,ATXN viability,HT1080NT lethal,KB-3-1 cytotox,ATXN2 expr inh,IL1B secr inh,SW480 rerep
COc1cc(Cl)c(C)cc1NC(=O)c1ccccc1NC(=O)CN1CCN(C(C)=O)CC1,11%,x,-25%,i,10%,0%,x,-15,x
CN(C)c1ccc(S(=O)(=O)c2ccc(Cl)cc2)cc1,-5%,5%,-6%,i,1%,4%,2%,-9,1%
CN(/C(=N\S(=O)(=O)c1ccccc1)C(F)(F)F)c1ccccc1,-1%,-1%,-12%,i,-2%,0%,-8%,9,-1%
CCC(CC)C(=O)N(C)c1c(C)nc2c(OCc3cccc(OC)c3)cccn12,-1%,x,-29%,i,-19%,2%,-20%,0,x
Cc1cccc(/C=N/n2c(-c3ccco3)n[nH]c2=S)c1,-4%,-7%,-18%,i,-10%,-4%,1%,6,0%
CN(Cc1ccccc1)c1ccc(-c2nc(-c3ccccn3)no2)cc1[N+](=O)[O-],x,x,-16%,u,x,u,-18%,x,x
COc1ccc(/C=C2\SC(=S)N(CC(=O)OCC(=O)Nc3cc(Cl)cc(Cl)c3)C2=O)cc1,5%,-3%,5%,i,0%,10%,x,-9,u
Cn1c(C(N)=O)cnc1Sc1ncc(C(F)(F)F)cc1Cl,1%,-4%,7%,i,-1%,1%,-1%,-1,-3%
Cn1c(N2CCCC2)nc2c1c(=O)[nH]c(=O)n2C,-1%,-5%,-12%,i,0%,20%,2%,23,0%
Cc1ccc(NC(=O)CN(C)S(=O)(=O)c2cccc3cccnc23)cc1,1%,19%,7%,i,0%,0%,-11%,-11,-9%
COc1ccc(Cn2cnc3c([N+](=O)[O-])c(C)c(C)cc32)cc1,-1%,15%,0%,i,-3%,0%,15%,12,6%
COc1ccc(-n2c(SCC(=O)Nc3ccccc3)nc(O)cc2=O)cc1,-1%,1%,-8%,u,12%,2%,x,15,-3%
COCCCn1c(C(=O)Nc2ccc3c(c2)OCO3)cc2c(=O)n3ccccc3nc21,3%,0%,2%,i,13%,-8%,-6%,20,20%
COc1ccc(OC)c(NC(=O)COC(=O)c2ccc(-n3cnnn3)cc2)c1,-1%,-2%,-2%,i,-4%,-2%,1%,19,3%
Cc1ccc(S(=O)(=O)CCC(=O)Nc2ccccc2C)cc1,3%,3%,0%,i,0%,-2%,-24%,12,-5%
C[C@@H](NC(=O)c1nc[nH]c1C(=O)NCCCCCNC(=O)OC(C)(C)C)c1ccccc1,-8%,-9%,-34%,u,-7%,0%,0%,7,-1%
O=C(COC(=O)c1cc[n+]([O-])cc1)Nc1cccc(Br)c1,-2%,-19%,6%,i,-6%,-1%,-3%,7,u
O=C(N/N=C/c1ccc([N+](=O)[O-])cc1)c1cc2ccccc2o1,16%,-3%,9%,i,18%,9%,-25%,10,-12%
COc1ccc(-c2csc(Cc3nnc(N4CCOCC4)n3-c3ccccc3)n2)cc1OC,u,13%,-23%,i,6%[9.24 µM],-20%,-1%,-12,3%
Cc1nc(N(C)C)c2sc(=S)n(-c3ccccc3)c2n1,4%,2%,0%,i,1%,1%,x,-8,-42%[inhibitor]
CC1(C(=O)N/N=C/c2ccc3c(c2)OCO3)CC1(Br)Br (configuration not stated),10%,-2%,5%,i,9%,-3%,18%,-1,-8%
COc1cc(Cl)cc(C2NC(=S)NC(c3ccccc3)=C2C(C)=O)c1OCC(=O)O (configuration not stated),19%,0%,-4%,u,0%,12%,-2%[11.3 µM],3,-4%
O=C(Nc1ccc(S(=O)(=O)N2CCCCC2)cc1)C1CC(=O)N(c2ccc(Cl)cc2)C1 (configuration not stated),u,u,-7%,i,u,u,-15%,u,6%
CCOc1ccc(CNC(=O)Cn2ccc3cc(S(=O)(=O)N4CCCCC4)ccc32)cc1,x,x,-20%,u,x,-3%,-28%,x,x
CN1C(=S)SC(/[N+]([O-])=C/c2c(F)cccc2Cl)C1(C)C (configuration not stated),14%,-1%,18%,i,22%,2%,-7%,14,-2%
Cc1cccc(NC(=O)c2nc[nH]c2C(=O)N[C@H](C)c2ccccc2)c1,u,u,-109%,u,u,u,u,-8,23%
COc1ccc(C(=O)NCC(=O)NCC(=O)OCC(=O)c2ccc(Br)cc2)cc1,7%,1%,3%,u,10%,-2%,-2%,16,-1%
O=S(=O)(c1ccc(NC(=S)Nc2ccc3c(c2)OCO3)cc1)N1CCOCC1,16%,14%,-3%,i,5%,0%,15%,-8,-4%
CCOc1ccc(-n2c(=S)sc3c(=O)[nH]c(SCC(=O)N4CCC(C)CC4)nc32)cc1,10%,0%,1%,i,0%,-6%,-1%,20,-4%
O=C1C=C(Nc2ccc(O)cc2)CC(c2ccco2)C1 (configuration not stated),u,u,2%,i,u,u,-15%,12,u
CCn1c(C(C)NC(=O)c2cccs2)n[nH]c1=S (configuration not stated),-1%,8%,4%,i,-2%,16%,-5%,7,-9%
CC(C)(C)C1COc2ccccc2N1C(=O)c1ccccc1Cl (configuration not stated),7%,-2%,-24%,i,11%,-2%,-12%,46,-12%
C/C(=N\n1c(C)cc(C)c(C#N)c1=O)c1cccs1,0%,-6%,-23%,i,6%,4%,1%,0,-3%

# 3 records drawn at random from those above, as already listed:
SMILES,HT1080 IDH1KD tx,MCF10A rereplic,HepG2 tox,ATXN viability,HT1080NT lethal,KB-3-1 cytotox,ATXN2 expr inh,IL1B secr inh,SW480 rerep
C/C(=N\n1c(C)cc(C)c(C#N)c1=O)c1cccs1,0%,-6%,-23%,i,6%,4%,1%,0,-3%
CC(C)(C)C1COc2ccccc2N1C(=O)c1ccccc1Cl (configuration not stated),7%,-2%,-24%,i,11%,-2%,-12%,46,-12%
O=C1C=C(Nc2ccc(O)cc2)CC(c2ccco2)C1 (configuration not stated),u,u,2%,i,u,u,-15%,12,u

# (list continues)
SMILES,HT1080 IDH1KD tx,MCF10A rereplic,HepG2 tox,ATXN viability,HT1080NT lethal,KB-3-1 cytotox,ATXN2 expr inh,IL1B secr inh,SW480 rerep
Cn1cc(CN(Cc2ccccc2)C[C@@H]2CCC(=O)N2)c(-c2ccccc2F)n1,1%,-32%[inhibitor],-9%,i,-16%,-28%,-23%,7,u
Cc1ccc(N2CC(C(=O)Nc3ccc(S(=O)(=O)NCC4CCCO4)cc3)CC2=O)cc1 (configuration not stated),-1%,2%,-1%,i,-2%,x,-9%,-4,10%
CCOC(=O)N1CCN(c2cc(=O)n(-c3ccc(OCC)cc3)c(=O)[nH]2)CC1,11%,3%,7%,i,14%,16%,-11%,-1,-5%
O=C1/C(=C/c2cccc([N+](=O)[O-])c2)Oc2cc(O)ccc21,7%,u,-3%,i,23%,12%,21%,27,3%
O=C(Nc1ccc(F)cc1)c1ccc(S(=O)(=O)NCc2cccnc2)cc1,-20%,-5%,-2%,i,-3%,-8%,-7%,-4,-25%
CN(C)CCCNc1nc2cc(-c3ccccc3)sc2c(=O)n1C,u,x,-19%,i,9.2µM*,0%,-2%,0,x
O=C(NCc1ccccn1)Nc1cc(Cl)ccc1Cl,7%,-23%,10%,u,8%,6%,-6%,u,-10%
O=C(Cn1cc(C(F)(F)F)cc(Cl)c1=O)NC1CCS(=O)(=O)C1 (configuration not stated),5%,11%,-5%,i,1%,9%,x,14,3%
CC1(C)CC(=O)C2=C(C1)NC(=O)CC2c1ccccc1F (configuration not stated),1%,-3%,-3%,i,0%,-20%,-6%,-19,11%
O=C(N[C@H]1CC[C@@H](CCNS(=O)(=O)c2ccccc2Cl)O[C@@H]1CO)c1ccccc1,20%,x,x,x,14%,4%,x,15,x
CCCCSc1nc(C)[nH]c1[N+](=O)[O-],2%,2%,3%,i,-1%,-20%,1%,-1,12%
O=C(O)CC/C(=N/Nc1ncc(C(F)(F)F)cc1Cl)C(=O)O,10%,-3%,4%,i,19%,21%,-8%[11.3 µM],30,-8%
